# Compound activity: PubChem BioAssay, National Center for Advancing Translational Sciences (NCATS)
# HTT aggregate – inhibitors of mutant huntingtin aggregate formation in PC12 cells | PC12 HttQ103-GFP aggregates, Acumen cytometry, 40 h | Potency, µM (series often up to 46.1 µM), for the others: at the highest dose activity change, negative = inhibition, hits mostly inhibitors | 220,000 tested, 1.1% active | AID 1688; also: potency is read from the fitted curve at half-maximal effect; % is scaled to controls: 0 for no effect and ±100 for the full control effect; nearly all actives have a fitted effect of over 60% in size
#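 Aggregate formation scored by laser-scanning cytometer (488 excitation, 500–530 emission) in lysed PC12 cells expressing Q103-GFP after 100 nM tebufenozide induction; library tested in dose series, with ATPLite reagent added in the multiplex.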
# GAA inhib – blocks human lysosomal alpha-glucosidase; P10253; purified human GAA, 4-MU-alpha-glucoside fluorescence; Potency, µM (doses to about 76.9 µM), inactives show top-dose activity change, negative = inhibition, actives largely listed as inhibitors; 200,000 tested, 0.005% active;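 also: potency is read from the fitted curve at half-maximal effect; plate controls were uninhibited enzyme wells for no effect and no-enzyme background for full effect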
#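 Compounds are titrated up to 77 uM against 4 nM human enzyme. Substrate 4-methylumbelliferyl-alpha-D-pyranoside (400 uM) reacts 20 min at room temperature in pH 5.0 buffer; liberated 4-methylumbelliferone is read at 440 nm.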
# CBFb-RUNX1 inh – CBF-beta/RUNX1 interaction disruption | Q01196+Q13951 | AlphaScreen CBFb-His/RUNX1-biotin binding, biochemical | Potency, µM (doses to about 59.8 µM), without a hit: at the highest dose activity, negative = inhibition, most hits filed as inhibitors | 230,000 tested, under 10 active; also: % of control where 0% means no effect
# Target sequence (Q01196 whole entry, looked up): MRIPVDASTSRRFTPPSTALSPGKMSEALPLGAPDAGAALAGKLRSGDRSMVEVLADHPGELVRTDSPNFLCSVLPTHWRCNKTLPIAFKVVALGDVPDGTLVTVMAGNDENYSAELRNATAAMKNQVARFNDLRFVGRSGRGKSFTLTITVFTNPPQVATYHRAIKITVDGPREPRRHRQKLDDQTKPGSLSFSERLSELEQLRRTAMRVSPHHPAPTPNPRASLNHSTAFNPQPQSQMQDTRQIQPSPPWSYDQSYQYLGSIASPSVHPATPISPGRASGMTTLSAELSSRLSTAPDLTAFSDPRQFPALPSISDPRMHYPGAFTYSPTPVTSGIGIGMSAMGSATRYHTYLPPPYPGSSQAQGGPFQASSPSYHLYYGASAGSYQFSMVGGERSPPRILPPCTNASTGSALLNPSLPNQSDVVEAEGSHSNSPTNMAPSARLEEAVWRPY
# Target sequence (Q13951 whole entry, looked up): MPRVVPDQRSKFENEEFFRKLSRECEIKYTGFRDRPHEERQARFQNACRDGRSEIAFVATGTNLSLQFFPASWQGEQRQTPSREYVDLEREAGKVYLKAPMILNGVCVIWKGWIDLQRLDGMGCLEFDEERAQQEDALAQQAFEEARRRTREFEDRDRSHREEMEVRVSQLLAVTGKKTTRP
#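 CBFb-His/RUNX1-biotin, 30 nM each, preincubated 20 min RT; compound 15 min RT; Ni + streptavidin beads 50 ng each, 90 min RT; AlphaScreen read.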
# GAA glycogen – alters human alpha-glucosidase cleavage of glycogen; P10253; recombinant GAA, glycogen substrate, Amplex Red glucose oxidase fluorescence; Potency, µM (series often up to 76.4 µM), inactives show at the highest dose activity change, negative = inhibition, most hits filed as inhibitors; 300,000 tested, 0.38% active; AID 2100;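 also: potency is read from the fitted curve at half-maximal effect; 0% = full enzyme reaction and -100% = no-enzyme basal signal; the screen sought inhibitors and activators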
#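 Recombinant enzyme (4 nM final) with compounds titrated up to 77 uM and bovine liver glycogen (30 ug) in citrate pH 5.0, 0.01% Tween-20, 37 C 40 min. Released glucose detected by Amplex Red/glucose oxidase (Ex 573/Em 610); AC50 from Hill fits.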
# aGlu spleen mod – lysosomal alpha-glucosidase (human) modulation; P10253; human spleen homogenate, 4-MU-alpha-glucoside fluorescence; Potency, µM (series often up to 79.9 µM), inactives show at the highest dose activity change, negative = inhibition, hits mostly inhibitors; 240,000 tested, 0.006% active;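 also: potency is read from the fitted curve at half-maximal effect; 0% = enzyme with vehicle and -100% = no enzyme basal signal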
#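 Compounds were titrated against alpha-glucosidase in spleen homogenate at pH 5.0, with 1 mM 4-methylumbelliferyl substrate for 40 min at 37 C. Reactions were quenched with pH 10 NaOH/glycine and fluorescence measured.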
# HTT cytoprotect – cytoprotection in Huntington HTT-Q103 PC12 cell model; PC12 HTT-Q103 induced, cytoprotection, ATP luminescence, 40 h; 230,000 tested, 0.14% active; AID 1471; Potency, µM (series often up to 56.4 µM), inactives show cytoprotection (ATP increase), usual class: activators;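 also: potency is read from the fitted curve at half-maximal effect; % of control where 0% means no effect; nearly all actives have a fitted effect of over 45% in size; toxic huntingtin expression switched on by the ecdysone agonist tebufenozide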
#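 Cells were plated at 1500 per well in phenol red-free DMEM with 5% equine and 5% calf serum. Tebufenozide (100 nM final) and compounds were added, then ATPlite reagent, and luminescence was read.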
# LMNA splice mod – LMNA splicing modulation | Potency, µM (series often up to 46.1 µM), without a hit: at the top dose ratio change, negative = inhibition, usual class: inhibitors | 200,000 tested, 0.01% active | HeLa LMNA splicing GFP/RFP minigene ratio, 48 h | AID 1487; active = well fitted inhibition curve with a large enough effect in the signal ratio, with a control signal flat, not every such curve was filed as active; inconclusive = small, poorly fitted or top-dose-only effect, or effect the other way, or a change in a side signal; the % refers to the signal ratio; also: potency is read from the fitted curve at half-maximal effect; % is scaled to controls: 0 for no effect and ±100 for the full control effect
#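 Read-out is the ratio of GFP to DsRed2 object intensity, acquired by 488 nm laser-scanning cytometry on HeLa lamin A-EGFP minigene reporter cells. Compound incubation 48 hrs at 37 °C in Opti-MEM with 2% FBS; DMSO 0.5% final.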
# Starred values were filed as active, the others as inactive; ? = inconclusive; . = no result given; [ ] = another dose, or the depositor's remark. Unless noted, calls follow the shape of the dose curve; as a rule, active = well fitted curve in the direction sought with a large enough effect; inconclusive = small, poorly fitted or top-dose-only effect, or another doubt; inactive = no such curve, though single readings can be large; an effect the other way counts as inactive or inconclusive.
# Start of the listing, in advance (3 entries):
[1] O=C(O)c1ccc2c(=O)n(-c3ccccc3F)c(=S)[nH]c2c1
[2] CN(Cc1ccc(OCC(O)CN(C)Cc2ccccc2)cc1)Cc1nccn1C (stereo not drawn)
[3] Cc1ccc(-c2noc(CN3CCN(C(c4ccccc4)c4ccccc4)CC3)n2)cc1
assay / compound,1,2,3
HTT aggregate,1%,-4%[9.22 µM],-15%
LMNA splice mod,.,.,-16%
aGlu spleen mod,5%,0%,7%
HTT cytoprotect,-35%[inhibitor],28%[10 µM],11%
GAA inhib,-9%,.,0%
GAA glycogen,3%,2%,-9%
CBFb-RUNX1 inh,0%,5%,1%

# Results, previewed entries included:
[1] O=C(O)c1ccc2c(=O)n(-c3ccccc3F)c(=S)[nH]c2c1
[2] CN(Cc1ccc(OCC(O)CN(C)Cc2ccccc2)cc1)Cc1nccn1C (stereo not drawn)
[3] Cc1ccc(-c2noc(CN3CCN(C(c4ccccc4)c4ccccc4)CC3)n2)cc1
[4] C=CCN1C(c2ccc(Br)cc2)=CS/C1=C(/C#N)c1nnc(N2CCOCC2)n1-c1ccccc1
[5] CC1CCC(NC(=O)c2cnccn2)CC1 (stereo not drawn)
[6] CC(C)(C)NC(=O)/C=C/c1cccc(C(F)(F)F)c1
[7] COc1ccc(OC)c(/C=N/N=C2\SCC(=O)N2Cc2ccco2)c1
[8] Nc1nc(-c2ccccc2)nc2sc3c(c12)CCCC3
assay / compound,1,2,3,4,5,6,7,8
HTT aggregate,1%,-4%[9.22 µM],-15%,?,10%,-3%,28%,19%
LMNA splice mod,.,.,-16%,?,-3%,7%,-14%,?
aGlu spleen mod,5%,0%,7%,0%,1%,1%,5%,0%
HTT cytoprotect,-35%[inhibitor],28%[10 µM],11%,-12%[10 µM],-24%,-15%[10 µM],-8%[10 µM],-47%[inhibitor][10 µM]
GAA inhib,-9%,.,0%,?,-3%,1%,6%,-30%
GAA glycogen,3%,2%,-9%,-10%,4%,-8%,5%,2%
CBFb-RUNX1 inh,0%,5%,1%,-12%,3%,13%,-15%,18%

[9] CC(=O)N[C@@H](c1ccccc1)[C@]1(C)C[C@H]1[C@@H](C)C(=O)Nc1ccc2ccccc2c1
[10] Cc1ccc(NC(=O)CNc2ccc(OC(C)C)cc2)c(C)c1
[11] CCOC(=O)N/N=C/c1cccc(Cl)c1Cl
[12] CN(C)/C=N/c1ncc(C(=O)c2ccc(-c3ccccc3)cc2)s1
[13] CCOC(=O)c1c(NC(=O)C(F)(OC)C(F)(F)F)sc(C(=O)N2CCCCC2)c1C (stereo not drawn)
[14] O=S1(=O)CCN(Cc2ccc(Cl)c(Cl)c2)CC1
[15] Cc1ccc(C2/C(=C(/O)c3cnn(-c4ccccc4)c3C)C(=O)C(=O)N2CCCN2CCOCC2)o1 (stereo not drawn)
[16] CCOc1ccc(NC(=O)CSc2nnc(Cn3c(=O)sc4ccccc43)n2C)cc1
assay / compound,9,10,11,12,13,14,15,16
HTT aggregate,.,3%,-15%,-27%,-21%,-12%,-13%[9.22 µM],-13%
LMNA splice mod,.,-15%,?,.,-5%,-5%,.,-9%
aGlu spleen mod,4%,-7%,3%,.,-19%,-8%,3%,-4%
HTT cytoprotect,-204%[inhibitor],-4%[10 µM],14%[10 µM],-19%,-13%,-22%,-21%[10 µM],8%[10 µM]
GAA inhib,.,2%,-1%,-9%,0%,5%,.,-7%
GAA glycogen,.,?,11%,-14%,-6%,6%,2%,-1%
CBFb-RUNX1 inh,?,4%,2%,5%,3%,3%,4%,-5%

[17] COc1ccccc1NC(=S)N1CCC(NC(=O)c2ccco2)CC1
[18] O=S(NCc1ccccc1)C12CC3CC(CC(C3)C1)C2 (stereo not drawn)
[19] Cc1csc(NC(=O)CNS(=O)(=O)c2cccs2)n1
[20] Cc1ccc(C)c2nc(SCC(=O)N3CCCc4ccccc43)c(C#N)cc12
[21] CCc1ccc(N(CC(=O)Nc2ccc(OC)cc2OC)S(C)(=O)=O)cc1
[22] COc1ccc(CNc2nc(-c3ccccc3)nn2C(=O)c2cccs2)cc1
[23] CCn1c(COc2ccc(C)cc2)nc2ccccc21
[24] COc1cnc(SC)nc1Nc1ccc(C#N)cc1
assay / compound,17,18,19,20,21,22,23,24
HTT aggregate,-14%[9.22 µM],8%,-9%,?,?,8%[1.84 µM],9%[9.22 µM],-2%[9.22 µM]
LMNA splice mod,.,-1%,-2%,-12%,9%,19%,.,.
aGlu spleen mod,-4%,-5%,1%,0%,-8%,-1%,-8%,-3%
HTT cytoprotect,1%[10 µM],-17%,-14%,1%[10 µM],-18%,-6%,-12%[10 µM],19%[10 µM]
GAA inhib,1%,-4%,4%,1%,-1%,0%,-9%,.
GAA glycogen,6%,0%,4%,2%,11%,3%,4%,0%
CBFb-RUNX1 inh,7%,3%,0%,5%,3%,3%,9%,20%

[25] CCC(C)NC(=O)C1CCCN(C(=O)Nc2ccc(F)cc2)C1 (stereo not drawn)
[26] CCOc1ccc(NC(=O)c2cccc(OC(=S)N3CCC(C)CC3)c2)cc1
[27] CC1CCN(c2ccc([N+](=O)[O-])cc2C(N)=O)CC1
[28] COC(=O)c1cc(S(=O)(=O)n2nc(C)cc2C)c(Cl)cc1Cl
[29] COc1cc(NC(=O)C2CC2)c(C(=O)O)cc1OC
[30] COc1cc(C(=O)O/N=C2/C=C(C)C(=O)C=C2C)cc(OC)c1OC
[31] CCCC1O[C@@H]2CC3C4CCC5=CC(=O)C=C[C@]5(C)C4C(OC(C)=O)C[C@]3(C)[C@]2(C(=O)COC(C)=O)O1 (stereo partly drawn)
[32] CCc1c(C)nc2ncnn2c1N1CCC(C(=O)N2CCN(c3ccccc3)CC2)CC1
assay / compound,25,26,27,28,29,30,31,32
HTT aggregate,9%,?,-2%[9.22 µM],-18%,17%,?,?,0%
LMNA splice mod,?,-5%,5%[46 µM],-5%,1%,-11%,9%,-1%
aGlu spleen mod,1%,?,0%,-5%,0%,-1%,-10%,1%
HTT cytoprotect,-2%,0%,10%[10 µM],1%,-12%,3%[1.9 µM],-9%[10 µM],-21%
GAA inhib,4%,6%,?,-1%,2%,-11%,-1%,4%
GAA glycogen,12%,-6%,-12%,6%,0%,13%,-8%,1%
CBFb-RUNX1 inh,-8%,2%,0%,2%,-4%,-1%,10%,1%

[33] CCOc1ccc(C(CC(=O)O)NC(=O)C23CC4CC(CC(C4)C2)C3)cc1 (stereo not drawn)
[34] O=C(OCc1nc2ccc(Cl)cc2n1CCO)c1ccc2c(c1)OCO2
[35] S=C(NCCC(c1ccccc1)c1ccccc1)Nc1ccccc1Cl
[36] CCN(CC)C(=S)Nc1ccc(Cl)c(Cl)c1
[37] O=C(Oc1ccccc1C(=O)N1CCOCC1)c1ccccc1
[38] CCOc1ccc(CN2CCNC(=O)C2CC(=O)O)cc1 (stereo not drawn)
[39] Cc1nccn1CCCNC(=O)CC1C(=O)NCCN1Cc1ccc(Cl)c(F)c1 (stereo not drawn)
[40] CCCN1CNC(=S)N(c2cccc(C)c2)C1
assay / compound,33,34,35,36,37,38,39,40
HTT aggregate,1%,-1%,20µM*,1%,6%,-1%[9.22 µM],10%[9.22 µM],-8%[9.22 µM]
LMNA splice mod,-10%,2%,?,?,-8%,-3%[46 µM],-1%[46 µM],.
aGlu spleen mod,9%,-9%,-2%,2%,3%,2%,2%,-12%
HTT cytoprotect,27%[10 µM],-50%[inhibitor],-53%[inhibitor],0%[10 µM],14%[10 µM],5%[10 µM],26%[10 µM],-9%[10 µM]
GAA inhib,1%,-9%,-13%,-2%,?,0%,?,-4%
GAA glycogen,5%,6%,-10%,2%,4%,5%,5%,-5%
CBFb-RUNX1 inh,4%,0%,-1%,6%,1%,1%,8%,2%

# Record cards (already shown). Order of screens: HTT aggregate	LMNA splice mod	aGlu spleen mod	HTT cytoprotect	GAA inhib	GAA glycogen	CBFb-RUNX1 inh
# `CCOc1ccc(CN2CCNC(=O)C2CC(=O)O)cc1` (stereo not drawn) as listed: -1%[9.22 µM]	-3%[46 µM]	2%	5%[10 µM]	0%	5%	1%
# `O=C(Oc1ccccc1C(=O)N1CCOCC1)c1ccccc1` as listed: 6%	-8%	3%	14%[10 µM]	?	4%	1%
# `Cc1nccn1CCCNC(=O)CC1C(=O)NCCN1Cc1ccc(Cl)c(F)c1` (stereo not drawn) as listed: 10%[9.22 µM]	-1%[46 µM]	2%	26%[10 µM]	?	5%	8%
# `CCN(CC)C(=S)Nc1ccc(Cl)c(Cl)c1` as listed: 1%	?	2%	0%[10 µM]	-2%	2%	6%
# `S=C(NCCC(c1ccccc1)c1ccccc1)Nc1ccccc1Cl` as listed: 20µM*	?	-2%	-53%[inhibitor]	-13%	-10%	-1%

# (continued)
[41] Cc1ccc(N=C(NO)c2nonc2N)c(C)c1
[42] CNCC(O)Cn1c2c(c3ccccc31)CCCC2 (stereo not drawn)
[43] COc1ccc(N(CCC(=O)O)S(=O)(=O)c2ccc(C)c(C)c2)cc1
[44] Oc1ccc(-c2csc(-c3cccnc3)n2)cc1O
[45] Cc1c(C#N)c(=O)oc2ccc3ccccc3c12
[46] O=C(CSc1ccc2nnc(-c3ccc(F)cc3)n2n1)NCC1CCCO1 (stereo not drawn)
assay / compound,41,42,43,44,45,46
HTT aggregate,-16%,9%[9.22 µM],-13%[9.22 µM],-31%[9.22 µM],11%,4%
LMNA splice mod,?,.,.,.,4%,2%
aGlu spleen mod,-2%,-1%,8%,7%,-11%,9%
HTT cytoprotect,.,6%[10 µM],-18%[10 µM],-29%[10 µM],16%,-14%
GAA inhib,-10%,7%,.,.,?,-10%
GAA glycogen,-1%,-7%,6%,7.1µM*,6%,-12%
CBFb-RUNX1 inh,-5%,1%,10%,-15%,-1%,-1%
